Screening data deposited in PubChem by National Center for Advancing Translational Sciences (NCATS).
HT1080NT lethal: kills 2HG-producing HT-1080-NT fibrosarcoma cells; Potency, µM (top dose mostly 46.1 µM), for inactives: at the top dose activity, negative = less viability, hits mostly cytotoxic; HT-1080-NT fibrosarcoma viability, CellTiter-Glo ATP luminescence, 48 h; 360,000 tested, 1.6% active;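 note: NT is the 2HG producing partner of a matched IDH1 knockdown line; potency is the fitted concentration of half-maximal effect; 0% = DMSO-treated cells and -100% = media-only wells without cells; nearly all actives have a fitted effect of over 55% in size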
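Viability of the 2HG-overproducing fibrosarcoma line after 48 hours of compound exposure at 37 degrees C was determined by luminescence with CellTiter-Glo, and concentration-effect curves were then fitted and categorized.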
KB-3-1 tox: KB-3-1 parental cell cytotoxicity. KB-3-1 viability, CellTiter-Glo ATP luminescence, 72 h. Potency, µM (highest dose often 46.1 µM), inactives show at the highest dose activity change, negative = cytotoxic, most hits filed as cytotoxic. 400,000 tested, 1.4% active; note: potency is the fitted concentration of half-maximal effect; % is set by controls: 0 for no effect and ±100 for the full control effect; nearly all actives have a fitted effect of over 60% in size
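KB-3-1 parental drug-naive adenocarcinoma cells in DMEM/10% FBS, incubated 72 h at 37 C with pin-transferred compounds across a concentration series. Viability by CellTiter-Glo luminescence; concentration-response curves fitted after normalization.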
DRD3 agonist: D3 dopamine receptor (human) agonism; P35462; D3R DiscoveRx beta-arrestin cells, luminescence, 90 min; max activation, %; 410,000 tested, 0.58% active; in the data active = max activation above about 30%; note: 0% is about no effect; mostly tested at two doses, the higher about 12 µM
Target sequence (P35462 whole entry, looked up): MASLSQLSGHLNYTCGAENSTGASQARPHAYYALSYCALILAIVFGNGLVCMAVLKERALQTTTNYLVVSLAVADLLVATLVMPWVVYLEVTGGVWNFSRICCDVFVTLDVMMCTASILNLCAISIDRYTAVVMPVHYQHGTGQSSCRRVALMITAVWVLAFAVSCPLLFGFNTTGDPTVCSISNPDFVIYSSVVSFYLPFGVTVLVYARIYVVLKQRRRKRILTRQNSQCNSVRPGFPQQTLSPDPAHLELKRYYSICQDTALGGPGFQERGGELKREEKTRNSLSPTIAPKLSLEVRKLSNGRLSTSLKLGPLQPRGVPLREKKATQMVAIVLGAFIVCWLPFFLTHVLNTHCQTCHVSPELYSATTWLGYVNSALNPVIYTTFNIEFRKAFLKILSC
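Cells at 1500/well, incubated overnight, then treated with pinned compounds (dopamine as control) for 90 min at 37 degrees C. DiscoveRx reagent added for 30 - 60 minutes at room temperature; luminescence read.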
HT1080 IDH1KD tx: toxicity to HT-1080 IDH1 knockdown cells (counter line); HT-1080 IDH1 knockdown viability, ATP luminescence, 48 h; Potency, µM (titrated, usually from 46.1 µM), without a hit: at the highest dose activity, negative = toxicity, usual class: cytotoxic; 360,000 tested, 2% active; AID 686971;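 note: potency is the fitted concentration of half-maximal effect; 0% = DMSO wells and -100% = cell-free medium wells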
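Viability of IDH1-knockdown HT-1080 fibrosarcoma cells was assessed by CellTiter-Glo after 48 h at 37 °C with titrated compound; concentration-effect curves were classified by fit quality and response size.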
GLP-1R agonist: agonists of human GLP-1 receptor | 380,000 tested, 0.007% active | HEK293 GLP-1R CRE-luciferase, luminescence, 4-6 h; cells express a hypersensitive GLP-1R form | Potency, µM (series often up to 45.6 µM), inactives show at the top dose activation, hits mostly activators; note: potency is the fitted concentration of half-maximal effect; % of control where 0% means no effect
Target sequence (P43220 whole entry, looked up): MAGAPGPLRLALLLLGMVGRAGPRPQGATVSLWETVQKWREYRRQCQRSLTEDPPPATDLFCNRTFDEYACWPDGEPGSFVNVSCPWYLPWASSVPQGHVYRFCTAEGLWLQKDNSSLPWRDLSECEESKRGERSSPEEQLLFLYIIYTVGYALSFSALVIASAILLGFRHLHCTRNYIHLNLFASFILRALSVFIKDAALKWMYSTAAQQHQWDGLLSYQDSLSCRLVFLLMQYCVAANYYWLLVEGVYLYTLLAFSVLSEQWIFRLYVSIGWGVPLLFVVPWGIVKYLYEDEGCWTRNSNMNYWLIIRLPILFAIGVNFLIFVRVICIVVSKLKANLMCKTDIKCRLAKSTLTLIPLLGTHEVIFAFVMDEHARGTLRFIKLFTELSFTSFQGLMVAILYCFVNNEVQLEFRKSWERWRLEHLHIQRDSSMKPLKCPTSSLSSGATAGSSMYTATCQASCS
DRD3 antagonist: blocks the human D3 dopamine receptor; D3R cells, DiscoveRx beta-arrestin luminescence, antagonist mode; hits give low values; max response, negative = inhibition, %; 360,000 tested, 2.5% active; in the data active = max response below about -50%; inconclusive = no clear call, values can overlap the other calls; note: % is set by controls: 0 for no effect and ±100 for the full control effect; mostly tested at two doses, the higher about 12 µM
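Cells plated overnight at 1500 cells/well, then exposed to library compounds with dopamine controls for 90 minutes at 37 degrees C. DiscoveRx reagent added for 30–60 minutes at room temperature; luminescence read, quantitative HTS format.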
KB-V1 cytotox: kills drug-selected multidrug resistant KB-V1 cells | KB-V1 MDR cells viability, CellTiter-Glo, 72 h | Potency, µM (titrated, usually from 46.1 µM), inactives show at the highest dose activity change, negative = cytotoxicity, hits mostly cytotoxic | 400,000 tested, 3.4% active; note: potency is the fitted concentration of half-maximal effect; % is set by controls: 0 for no effect and ±100 for the full control effect; nearly all actives have a fitted effect of over 60% in size
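KB-V1 cells (P-gp-expressing MDR subline of KB-3-1) in phenol-red-free DMEM with 10% FBS were exposed to library compounds over a concentration series for 72 h at 37 degrees C. Viability read by CellTiter-Glo luminescence; concentration-effect curves fitted after normalization.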
SW480 rereplic: DNA re-replication induction in SW480 cells; Potency, µM (titrated, usually from 46.1 µM), for inactives: top-dose re-replication activation, actives largely listed as activators; AID 624297; SW480 DNA re-replication, Hoechst DNA content imaging, 48 h; 340,000 tested, 1.8% active; note: potency is the fitted concentration of half-maximal effect; % of control where 0% means no effect; nearly all actives have a fitted effect of over 55% in size
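Image-based DNA-content assay: after two days of treatment, nuclei were labelled with the DNA dye Hoechst and imaged, and hits were compounds raising the count of nuclei showing high fluorescence intensity.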
IL1B secr inh: blocks inflammasome-driven IL-1 beta release. 360,000 tested, 4.7% active. activity change, % at 57.5 µM. THP-1 LPS/ATP IL-1B secretion, AlphaLISA, 16 h; hits give low values; in the data active = activity change below about -50%; inconclusive = mostly about -30% to -49%; note: % is set by controls: 0 for no effect and ±100 for the full control effect
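THP-1 cells pretreated 1 hr with compounds (up to 57.5 uM final), then stimulated with LPS (250 ng/mL final) plus ATP (1.25 mM final); secreted IL-1B measured by AlphaLISA after 16 hr, decreased signal indicating inhibition.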
* marks the source's active call; other numbers are inactive results; ? = inconclusive; . = no result given; [ ] = remark or other dose. Unless noted, calls come from the whole dose curve; as a rule, active = well fitted curve in the direction sought with a large enough effect; inconclusive = small, poorly fitted or top-dose-only effect, or another doubt; inactive = no such curve, though single readings can be large; an effect the other way counts as inactive or inconclusive.

Results follow in this order: SW480 rereplic	KB-V1 cytotox	HT1080 IDH1KD tx	DRD3 agonist	GLP-1R agonist	IL1B secr inh	DRD3 antagonist	KB-3-1 tox	HT1080NT lethal
CN(C)S(=O)(=O)c1cccc(COC(=O)c2cccnc2Cl)c1
  0%	-11%	-4%	-4	15%	0	27	12%	1%
CC(C)CNC(=O)C(=O)NCc1ccccc1
  9%	0%	-1%	-4	0%	-11	16	-6%	-4%
CCCC(=O)C1=C(O)C(C(=O)OC)C(C)(C)CC1=Nc1ccncc1 (centres undefined)
  -12%	?	0%	0	1%	0	-5	4%	1%
O=C(NCCCN1CCOCC1)c1cc2c(s1)CSC2
  -10%	14%	-3%	-10	-1%	28	-19	6%	6%
O=C(Nc1sc2c(c1C(=O)O)CCCC2)c1ccc(Cl)cc1
  -8%[1.84 µM]	-24%	?	-11	-2%	?	-16	?	-6%
CCOc1ccc(C(=O)n2cnnc2N)cc1
  ?	-3%	4%	2	10%	-15	8	-15%	18%
COc1cc(/C=N/Nc2nc(=O)[nH]nc2C)ccc1O
  15µM*	5%	-12%	-11	-3%	0	2	-6%	-13%
CSc1nnnn1-c1ccc(C)c(Cl)c1
  0%	?	0%	2	15%	17	11	-27%	2%
COc1ccc(/C=N/NC(=O)C2c3ccccc3Oc3ccccc32)c(OC)c1
  -7%	2%	7%	7	4%	21	10	-3%	6%
COc1ccc(/C=C/C(=O)c2cc(Br)ccc2OC(=O)c2ccco2)cc1OC
  ?	-8%	11%	-7	0%	4	-8	-11%	15%
O=C(Nc1ccc2[nH]c(=O)[nH]c2c1)C(F)(F)F
  -54%[1.84 µM]	?	10%	4	-2%	8	-17	-1%	15%
O=C(CCS(=O)(=O)c1ccc(Cl)cc1)Nc1nccs1
  ?	-6%	-6%	-17	0%	15	-8	0%	-13%
O=C(NC1CC1)C1=C[C@@H](c2csc3ccccc23)C[C@@H](OCc2ccc(CO)cc2)O1
  ?	-11%	0%	-3	-3%	15	-8	0%	-1%
COc1cccc(-c2ccc3c(c2)S(=O)(=O)c2cccc(C(=O)O)c2C3=O)c1OC
  -4%	4%	1%	2	-1%	-5	5	-5%	-12%
CCc1ccc(OCC(=O)Nc2ncc3c(n2)CC(C)(C)CC3=O)cc1
  -10%	2%	3%	3	30%	-2	27	-9%	-6%
O=C1NC(=S)SC1=Cc1cc(Br)ccc1O
  0%	3%	-10%	-21	-6%	?	-13	-10%	-14%
CCCc1nc2ccccc2c(C(=O)OCC(=O)NCc2ccco2)c1CC
  -7%	5.8µM*	-23%	4	26%	16	31	-17%	-5%
O=C(COc1ccc(Cl)cc1)N1CCN(C(=O)c2ccccc2F)CC1
  -2%	-27%	-18%	-4	4%	-16	-7	3%	-1%
CCc1nn2c(N3CCOCC3)cc(C)nc2c1-c1ccccc1
  0%	2%	9%	-2	-8%	9	-15	5%	5%
COc1ccc(/C=C2/CCCC(C(=O)C(F)(F)F)=C2O)cc1OC
  11%	-6%	-6%	-10	-1%	?	-1	-1%	-5%
CCOc1ccc(/C=N/n2nnnc2N)cc1OCC
  -14%	-15%	5%	-5	2%	-4	-30	6%	4%
Cc1cc(NC(=O)COC(=O)CC2CCCC2)c([N+](=O)[O-])cc1C
  -4%	?	-3%	3	-2%	30	6	?	10%
Cc1ccn2c(/C=N/OCc3ccc(F)cc3)c(-c3ccc(Cl)cc3)nc2c1
  15%	?	20%	0	5%	-22	-2	-5%	19%
CSC12CCCN(CCC(C(C)(C)C)C1)C2=O (centres undefined)
  .	-2%	10%	2	-1%	-4	-6	-2%	16%
Cc1cc(C)c(C)c(S(=O)(=O)N2C(=S)NC(=O)C2CC(C)C)c1C (centres undefined)
  -5%	0%	-20%	15	-10%	28	-9	-5%	-20%
CCC(C)Nc1nc(OCC(F)(F)F)nc(OCC(F)(F)F)n1 (centres undefined)
  -1%	-4%	2%	-10	3%	6	-12	-12%	7%
COc1ccc(NC(=O)C[C@H]2C(=O)N(Cc3ccccc3)C[C@@H]2c2ccc(OC)cc2)cc1
  .	-5%	6%	1	-4%	5	-5	14%	1%
O=C(Cn1nnc2ccccc21)c1ccccc1
  -11%	-20%	-5%	2	8%	-4	4	12%	-7%
COC(=O)C[C@H]1CC[C@@H](NS(=O)(=O)c2ccc(C)cc2)[C@@H](CO)O1
  .	4%	10%	2	.	41	20	5%	28%
N#Cc1c(-c2ccc(F)cc2)cc(-c2cccs2)nc1SCC(=O)O
  ?	-21%	-18%	-21	-3%	8	?	0%	-12%
COC(=O)c1ccc(C2C(Oc3ccccc3)C(=O)N2CCc2ccc(OC)c(OC)c2)cc1 (centres undefined)
  -6%	-1%	?	-9	1%	-13	20	-16%	-3%[9.24 µM]
Cc1ccc(S(=O)(=O)NCCc2ccc(S(N)(=O)=O)cc2)cc1
  -12%	3%	1%	1	-9%	4	11	0%	-1%
Cc1nc(-c2cc(-c3nc(-c4cc(C(F)(F)F)cc(C(F)(F)F)c4)no3)no2)cs1
  -39%[inhibitor]	-9%	7%	4	3%	0	4	-2%	3%
Cc1noc(C)c1CSCC(=O)Oc1ccc(N(C)S(=O)(=O)c2ccccc2)cc1
  -4%	16%	-3%	-5	5%	13	-10	-6%	1%
CCOC(=O)C1=C(C)N(c2ccccc2)C(=O)C1CC(=O)O (centres undefined)
  14%	18%	1%	2	-10%	23	-13	19%	5%
c1ccc2c(-c3cc(NCc4ccncc4)n4nccc4n3)cccc2c1
  .	6%	0%	-2	7%	14	-14	0%	?
Cc1ccnc(NC(=O)CCC(=O)c2cc(C)sc2C)c1
  -92%[inhibitor]	15%	8%	1	5%	15	-20	1%	8%
CCc1ccccc1N(CC(=O)N1CCN(c2ccccc2F)CC1)S(C)(=O)=O
  2%	-11%	4%	0	-7%	-12	12	2%	4%
N#Cc1ccc(C(=O)N2CCN(c3ncccn3)CC2)cc1
  -6%	3%	10%	-8	5%	-2	-17	-1%	-2%
CC(c1ccc2c(c1)OCO2)n1c(=S)[nH]c2ccccc2c1=O (centres undefined)
  -20%	-7%	-8%	-6	20%	54	-1	-1%	-6%
COc1ccc(C(=O)OCC(=O)NCCN2C(=O)CSC2=O)cc1[N+](=O)[O-]
  -1%	15%	6%	-1	12%	-2	-5	9%	9%
O=C(O)C1CC(=O)N(C2CCCCC2)C1c1ccccc1 (centres undefined)
  -6%	27%	8%	10	-9%	19	7	5%	11%
O=C(CSc1ncccn1)N1CCN(C(c2ccccc2)c2ccccc2)CC1
  -16%	18µM*	13%	2	1%	9	7	1%	?
COc1cccc(C(c2c(NC(=O)c3ccco3)sc(C)c2C)N2CCOCC2)c1 (centres undefined)
  9%	?	-14%	-25	-3%	3	3	23µM*	-14%
CCOc1ccc(OCCn2nnc3ccccc3c2=O)cc1
  -3%	?	-6%	-5	20%	-2	3	-5%	-6%
COc1cccc(-c2ccc(SCC(=O)c3ccccc3)nn2)c1
  ?	?	?	-3	12%	0	7	3%	?
COc1ccc(S(=O)(=O)N2CC(O)CC2C(=O)OCC(=O)Nc2ccc(Cl)cn2)cc1 (centres undefined)
  -7%	20%	-1%	3	-7%	14	19	-5%	5%
Nc1nc(Br)c2ccccc2c1-c1ccccc1
  ?	-7%	-26%	0	13%	-4	-5	-4%	-15%
Cc1cc(=O)c2cccc(Br)c2[nH]1
  3%	8%	-2%	2	0%	13	-21	12%	0%
Cc1nnc(SCCn2c(N3CCC(C)CC3)nc3c2c(=O)[nH]c(=O)n3C)s1
  8%	?	-11%	-13	0%	1	7	4%	-9%
c1ccc(Oc2cccc(NC3=NCCC3)c2)cc1
  -4%	-16%	-19%	-17	-9%	-18	?	-1%	-11%
O=C1CCC(C(=O)Nc2cc(C(F)(F)F)ccc2-n2cncn2)=NN1
  -1%	0%	2%	10	-4%	39	1	0%	-5%
COc1cc(C(=O)NCC(=O)N/N=C/c2ccc(-c3cccc([N+](=O)[O-])c3)o2)cc(OC)c1OC
  -2%	6%	-15%	3	6%	-85*	11	?	0%
COc1ccc(/C=N/NC(=O)c2ccc(O)cc2)cc1CN1CCCc2ccccc21
  2%	15%	?	4	-10%	-7	11	0%	?
COc1ccc(-n2nccc2-c2nn(-c3cccc(OC)c3)c(=O)n(C)c2=O)cc1
  5%	?	-7%	-6	14%	.	-18	12%	-6%
CCn1cc(C(=O)NCc2ccco2)c(=O)c2cc(S(=O)(=O)N3CCCCCC3)ccc21
  -2%	0%	?	-4	6%	-28	0	21µM*	15µM*
COc1ccc(C(=O)C2CCCN(Cc3cn[nH]c3-c3ccccc3)C2)cc1OC (centres undefined)
  -4%	11%	-7%	-12	29%	-2	-14	10%	10%
O=C(COc1ccc([N+](=O)[O-])cc1)Nc1cccnc1
  4%	3%	20%	0	2%	0	1	3%	18%
COc1ccc(/C=N\NC(=O)COc2ccccc2Cl)cc1Cn1nc(C)cc1C
  6%	-6%	?	0	-1%	-2	-8	-9%	?
CCN1C(=O)[C@H]2[C@@H](c3ccc(-c4ccc(OC)cc4)cc3)N3CCCC[C@@]3(C(=O)OC)[C@H]2C1=O
  7%	?	9%	-6	-1%	?	-12	-18%	2%
CC(C)C(C(=O)Nc1ncn[nH]1)N1C(=O)c2ccccc2C1=O (centres undefined)
  -6%	2%	10%	3	-5%	14	25	1%	10%
Cc1nc2sc(C(c3ccccc3)N3CCN(C)CC3)c(O)n2n1 (centres undefined)
  -2%	10%	-3%	-4	-3%	-5	-9	-3%	-4%
